# Assay outcomes as filed in PubChem BioAssay.
# tim23-1 inh: inhibits growth of tim23-1 mutant yeast; S. cerevisiae tim23-1 growth, BacTiter-Glo luminescence, 24 h; inhibition, % at 20 µM; actives 1.3% (n = 330,000); AID 463212;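 active means growth inhibition of the mutant yeast at or above 50%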;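 further: temperature-sensitive mutant grown at 25 °C; plate controls were DMSO-treated mutant yeast for no effect and medium wells lacking yeast for full effect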
# APJ agonist: APJ receptor agonism. P35414. CHO-K1 APJ PathHunter beta-arrestin, luminescence; 0% DMSO wells, 100% apelin. activation, % at 20 µM. actives 0.11% (n = 330,000). AID 2520;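 active means activation more than six SD over the plate average, tested at 20 µM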;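 further: 0% = DMSO alone and 100% = apelin-13 at 10 nM; some results filed as inactive read as strong as hits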
# Target sequence (P35414 whole entry, looked up): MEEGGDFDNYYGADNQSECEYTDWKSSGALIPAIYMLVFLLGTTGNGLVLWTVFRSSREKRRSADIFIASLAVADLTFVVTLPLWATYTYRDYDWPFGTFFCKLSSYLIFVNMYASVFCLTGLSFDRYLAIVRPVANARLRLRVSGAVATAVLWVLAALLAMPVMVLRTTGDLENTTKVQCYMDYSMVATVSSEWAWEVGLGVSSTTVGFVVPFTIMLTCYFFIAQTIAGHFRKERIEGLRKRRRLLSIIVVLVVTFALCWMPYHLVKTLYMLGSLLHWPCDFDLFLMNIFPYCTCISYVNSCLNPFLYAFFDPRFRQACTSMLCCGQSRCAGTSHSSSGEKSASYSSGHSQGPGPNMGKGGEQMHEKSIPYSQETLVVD
#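 Assay system: CHO-K1 cells stably expressing ProLink-tagged human APJ and arrestin–beta-gal acceptor. Compound dosing: 20 µM single point, 1% DMSO. Times: 16-18 h seeding, 90 min dark compound exposure, 60 min detection. Detection: beta-gal luminescence. Evaluation: APJ–arrestin association signal. Controls: negative DMSO alone, positive Apelin-13 at 10 nM.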
# NALP3 yeast inh: NALP3 inhibition in yeast | Yeast reconstituted NLRP3/ASC/caspase-1, beta-gal luminescence, 24 h | actives 0.39% (n = 330,000) | inhibition, % at 10 µM;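 active means inhibition of 50% or more; inactive means inhibition below 50%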;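 further: plate controls were induced DMSO wells for no effect and uninduced yeast grown without galactose for full effect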
# APJ antagonist: blocks the human apelin receptor APJ; P35414; CHO-K1 APJ beta-arrestin complementation, luminescence; inhibition, % at 20 µM; actives 0.32% (n = 330,000);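 active means inhibition above about 40% at 20 µM, limit read from the data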;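 further: cells challenged with 10 nM apelin-13 agonist together with compound; plate controls were apelin-13 plus DMSO wells for no effect and DMSO wells lacking apelin-13 for full effect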
# MPTP inh: inhibitors of mitochondrial permeability transition pore; isolated mouse mitochondria, Ca2+ swelling absorbance, 30 min; inhibition, % at 10 µM; actives 1.4% (n = 360,000);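 active means inhibition of 50% or more, scaled per plate between neutral and stimulator controls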;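 further: 0% = DMSO wells given calcium and 100% = 1 mM EGTA wells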
# tim10-1 inh: tim10-1 yeast growth inhibition; actives 2.2% (n = 330,000); S. cerevisiae tim10-1 ts strain growth, BacTiter-Glo, 24 h; inhibition, % at 20 µM; AID 463190;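 active means inhibition of at least 40%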;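 further: mutant grown at 25 °C; 0% = DMSO wells with yeast and 100% = wells holding no yeast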
# TIM10 inh: TIM10 yeast growth inhibition | S. cerevisiae TIM10 strain growth, BacTiter-Glo luminescence, 24 h | inhibition, % at 10 µM | actives 1.4% (n = 330,000) | AID 463195;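 active means inhibition of 40% or more at the single tested concentration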;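 further: wild-type TIM10 isogenic control strain grown at permissive 25 °C; 0% = DMSO yeast wells and 100% = minimal medium wells without yeast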
# beta cell repl: induces beta-cell replication in MIN6 cells | MIN6 cells proliferation, ATPlite luminescence, 48 h; cells starved in 0.2% serum; 100% = growth in 10% serum | actives 0.29% (n = 330,000) | AID 2380 | proliferation, % at 10 µM;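 active means compounds whose signal lies at least 3.5 SD above the mean of all wells on their plate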;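 further: 0% = DMSO-treated cells in low-serum medium and 100% = 10% serum control; some compounds called inactive have numbers as strong as hits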
# GRIN3A LBD mod: NR3A (human) ligand-binding domain modulation; NR3A LBD differential scanning fluorimetry, Tm shift; 0% = protein alone, 100% = glycine-bound protein; Tm shift relative to glycine control, % at 25 µM; actives 2.5% (n = 340,000);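 active means melting temperature shift of at least 10% of the positive control shift, at one fixed dose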
# An asterisk follows results filed as active; nt = not tested or not shown. The order is random; about 7.2% have a hit in one of these screens.
canonical_smiles	tim23-1 inh	APJ agonist	NALP3 yeast inh	APJ antagonist	MPTP inh	tim10-1 inh	TIM10 inh	beta cell repl	GRIN3A LBD mod
Cc1c(NC(=O)C(=O)N/N=C/c2cccs2)c(=O)n(-c2ccccc2)n1C	-13	1	11	0	2.9	-6	3	-2	0
CCc1cc2c(N3CCN(c4nnc(CC)s4)CC3)ncnc2s1	23	15	10	1	58*	26	10	-4	-3
Cc1cccc(-n2nc(C(=O)c3ccco3)cc(-c3nc4ccccc4[nH]3)c2=N)c1	17	-5	4	7	48	50*	27	-6	-7
O=C(NC(Cc1ccccc1)C(=O)O)/C(=C/c1ccccc1)NC(=O)c1ccc(Br)o1 (centres undefined)	12	-2	12	8	0.3	11	-14	0	-3
O=C(/C=C/c1ccc(F)cc1)NC(=S)N1CCCCC1c1cccnc1 (centres undefined)	-33	0	13	-13	0.0	-119	-50	-1	3
COc1ccccc1C(=O)N/N=C(\C)CC(=O)Nc1ccc(Nc2ccccc2)cc1	13	-2	25	4	-0.1	-3	5	-2	-9
OCCNc1nc(Nc2ccc(Br)cc2)nc2ccccc12	13	0	24	-21	nt	21	43*	-5	1
CCOC(=O)C1(Cc2ccccc2C)CCCN(S(=O)(=O)CC)C1 (centres undefined)	11	-3	21	5	0.3	8	-10	-3	0
C=CCOc1ccn(C)c(=O)n1	17	-5	7	16	-1.0	-13	14	-2	2
CN(c1ccc(C(=O)Nc2ccccc2Sc2ccccc2)cc1)S(C)(=O)=O	26	-4	27	3	3.3	15	2	1	0
O=C(NN1CC(C(=O)OCc2ccccc2F)CC1=O)c1ccccc1 (centres undefined)	13	15	-16	-1	0.4	-5	1	-1	-1
CCC1Sc2ccc(S(=O)(=O)Nc3ccc(OC)cc3)cc2NC1=O (centres undefined)	8	-5	5	0	1.2	5	0	0	-6
COc1ccc(S(=O)(=O)N2CCCC(C(=O)NCc3ccco3)C2)cc1OC (centres undefined)	1	-3	6	-11	-0.1	10	-8	0	-2
CC(=O)Nc1ccc(-n2nnnc2SCC(=O)Nc2cccc(NC(=O)c3ccco3)c2)cc1	-23	-1	-13	9	1.4	-14	-12	-3	1
O=C(CN1C(=O)/C(=C/c2ccccc2F)Sc2ccccc21)NCC1CCCO1 (centres undefined)	16	-2	20	-3	5.2	9	30	2	1
O=C(/C=C/c1ccc(Cl)c(Cl)c1)NCc1ccco1	35	-4	27	1	1.6	9	18	1	-2
COC(=O)/C(C#N)=C/N(C)C	-4	0	15	4	0.4	-15	-14	-1	0
O=C(COC(=O)c1c(Cl)ccc(Cl)c1Cl)NC1CCS(=O)(=O)C1 (centres undefined)	1	-3	16	-27	-1.3	22	-11	-2	-2
COc1cc(-c2c(NC(=O)c3ccco3)oc3ccccc3c2=O)cc(OC)c1OC	2	-2	-1	8	0.7	-7	4	3	1
COc1ccc(S(=O)(=O)N2CCC(C(=O)N[C@H](C(=O)N3CCCCCC3)C(C)C)CC2)cc1	-4	0	1	-3	-3.7	7	0	6	-1
Cc1cccc(C(=O)NC2CCN(C(=O)NCc3ccccc3)CC2)c1	5	2	11	7	0.4	-2	3	0	-3
COC(=O)C1=NN(c2ccc(C)cc2)C2C(=O)N(c3ccccc3OC)C(=O)C12 (centres undefined)	15	-3	2	13	0.9	5	8	-1	1
COc1ccc(C2NC(c3ccc(OC)cc3)C(C)C(=O)C2C)cc1 (centres undefined)	18	-4	9	0	0.6	12	4	1	1
O=C(Nc1ccccc1)N1CCN(c2ccccn2)CC1	11	-1	31	0	-2.0	6	-4	6	-2
O=[N+]([O-])c1ccccc1/C=C/CN1CCSCC1	-5	-2	19	15	0.2	-27	-29	0	0
O=C(CCc1ccccn1)NC1CCCc2c1cnn2-c1ccc(F)cc1F (centres undefined)	6	-2	5	0	3.2	-2	8	-3	2
CC(=O)Oc1ccc(-c2cccc(C(=O)N3CCCCC3)c2)cc1	16	-1	18	11	0.3	13	-18	0	1
Nc1nc(CSC(=S)N2CCN(c3ccccc3)CC2)nc(Nc2ccc(F)cc2)n1	-8	5	25	-2	-1.1	-6	9	0	25*
COc1ccc(Br)cc1CN(C)CC(=O)Nc1c(Cl)cccc1Cl	41	-2	8	17	3.0	30	19	0	0
O=C1N=C(N2CCCC2)S/C1=C\C=C\c1ccccc1	8	0	27	16	1.0	7	10	-4	0
C[n+]1cccc(C2C(C#N)=C(N)Oc3c2ccc2ccccc32)c1 (centres undefined)	-4	5	12	-10	1.6	16	9	-6	1
O=C(CNC(=O)c1ccccc1F)NCc1cccnc1	0	1	-3	0	1.2	-4	-13	0	0
Cc1ccc2c(c1)C(c1ccccc1)N(C(=O)c1ccccc1)CC(=O)N2 (centres undefined)	15	0	4	6	0.0	35	20	-4	1
CC(=N\NC(=O)c1cc(Br)ccc1O)/C(=N/O)C(=O)Nc1ccccc1	-8	0	8	8	77*	7	-5	-3	2
O=Cc1cccc(Oc2ccc([N+](=O)[O-])cc2[N+](=O)[O-])c1	19	1	21	-46	-1.1	14	9	-6	0
COc1ccc(C(=O)NCc2nnc(SCC(=O)N3CCOCC3)o2)cc1	-2	-3	-7	7	0.8	3	-1	-1	1
CN(C)c1ccc(NC(=O)CSc2nnc(-c3cnccn3)n2C)cc1	-7	-8	1	7	0.0	-2	-3	-3	1
Cn1c(Cn2nnc(-c3ccccc3)n2)nnc1SCc1ccccc1Cl	24	-5	8	12	-0.3	39	5	1	-1
S=C(NCCCN1CCOCC1)Nc1ccc(Nc2ccccc2)cc1	0	-3	13	11	-0.7	-11	-15	-3	0
Cn1c(SCc2ccc3c(c2)OCO3)nnc1-c1ccccc1	30	-2	24	2	-2.3	-3	97*	0	0
CC1(C)C=C(c2ccc(O)cc2)CC(C)(C)N1	8	2	-5	-16	1.1	-4	3	-1	-1
CS(=O)(=O)c1nsc2nc(=O)c(/C=C3\C=Nc4ccccc43)c(N)n12	15	-6	5	5	3.7	11	14	-1	39*
CC(C)Cn1cc(Cl)c(=O)n(CC(C)C)c1=O	8	-4	15	-14	0.0	-51	-2	-4	-1
COC(=O)c1cccc(C(=O)N2CCC(CO)(CCc3ccccc3)CC2)c1	-4	-1	20	7	8.6	2	-6	-1	1
Cc1ccc(NC(=O)COC(=O)c2ccc3c(c2)OCCO3)cc1	4	-1	42	14	1.0	-9	-2	1	0
O=C(Nc1cccc2ccccc12)NC1Cc2ccccc2C1	-10	1	11	2	12	-4	-7	-4	1
CC(=O)Nc1nnc(CSCc2ccc(F)cc2)s1	27	-1	-2	0	2.3	14	18	-2	1
CCCCCCn1c(O)c(/C=C2\C=NN=C2c2ccccc2)sc1=S	7	-3	3	-2	44	9	26	-5	35*
O=C(CC1C(=O)NCCN1CC1CCCCC1)NCc1ccc(F)cc1F (centres undefined)	25	-2	10	-5	-1.4	38	10	1	-2
O=C(O)c1cccc(C(=O)c2cccc(C(=O)O)c2)c1	-10	-2	4	3	-1.7	-5	4	2	-2

# Filtered by structure: the compounds so far containing a thiophene ring, fused or not (2)
canonical_smiles	tim23-1 inh	APJ agonist	NALP3 yeast inh	APJ antagonist	MPTP inh	tim10-1 inh	TIM10 inh	beta cell repl	GRIN3A LBD mod
Cc1c(NC(=O)C(=O)N/N=C/c2cccs2)c(=O)n(-c2ccccc2)n1C	-13	1	11	0	2.9	-6	3	-2	0
CCc1cc2c(N3CCN(c4nnc(CC)s4)CC3)ncnc2s1	23	15	10	1	58*	26	10	-4	-3

# The list continues.
canonical_smiles	tim23-1 inh	APJ agonist	NALP3 yeast inh	APJ antagonist	MPTP inh	tim10-1 inh	TIM10 inh	beta cell repl	GRIN3A LBD mod
COc1cc(C(=O)Oc2cccc(/C=N/NC(=O)c3cc(C)[nH]n3)c2)cc(OC)c1OC	13	1	0	-7	-0.6	29	7	4	-1
CCC(C(=O)N1CCN(c2ccccc2OC)CC1)c1ccccc1 (centres undefined)	26	0	2	5	-0.1	42*	2	0	-4
COc1ccc(N(CC(=O)N/N=C/c2cc3ccc(OC)cc3nc2Cl)S(=O)(=O)c2ccccc2)cc1	-27	0	2	-7	nt	2	-10	-1	nt
Cc1ccc(C)n1-c1ccc(N(C)C)cc1	-4	0	18	1	-3.0	-7	-17	-4	-2
O=C(N/C(=C\c1ccco1)C(=O)N1CCCC1CO)c1ccccc1 (centres undefined)	17	0	22	-15	-2.5	10	1	0	0
Cc1nc2sc3c(c2c(=N)n1N)CCCC3	7	-2	18	-2	0.3	6	-3	-2	-1
CCc1ccccc1NC(=S)N1CCC(NC(=O)c2ccc(OC)cc2)CC1	6	-3	17	-3	0.0	7	1	0	0
O=C1c2ccccc2C(=O)N1c1n[nH]c(CCc2ccccc2)n1	2	2	13	7	1.0	9	6	-1	0
Cc1cccc2c1CC(C)(C)N=C2C1=C(O)CC(C)(C)CC1=O	18	-8	14	-12	-2.6	6	8	-2	-4
Cc1nccn1CCC(=O)Nc1ccc(Cl)cc1	-4	-3	2	-15	-0.8	-20	-17	-2	0
CCCc1[nH]c(=O)c(C#N)c2c1CCCC2	-7	-2	1	-10	-5.8	5	4	6	-1
O=S(=O)(c1ccc(F)cc1)N1CCN(Cc2nnc(-c3ccccc3)o2)CC1	27	-1	4	7	0.0	28	10	-3	-1
CN1CCN(C(=O)C2CCN(S(=O)(=O)c3cnc[nH]3)CC2)CC1	6	0	1	2	0.0	-5	10	-4	0
C/C(=C\C(=O)Nc1cscc1C)C(=O)O	15	-6	11	19	3.3	33	16	-1	0
CCN1CCN(c2ccc(S(=O)(=O)N3CCCCC3)cc2NC(=O)/C=C/c2cccc(OC)c2OC)CC1	1	-4	14	27	-0.8	2	6	-7	-1
COc1ccc2c3c(c(=O)oc2c1OCC(=O)C(C)(C)C)CCCC3	28	0	2	26	-1.5	15	12	7	0
Cn1c(SCc2ccccc2Cl)nc(C(F)(F)F)cc1=O	9	0	22	14	0.1	7	4	-1	2
C=C(C)C(=O)O[C@H]1C/C(C)=C\C(=O)/C=C(\C)[C@H](O)[C@@H]2OC(=O)C(=C)[C@@H]21	5	0	9	13	1.9	15	6	-8	-3
Cc1ccc(CCNC(=O)C2CCCN(S(=O)(=O)c3cnc[nH]3)C2)cc1 (centres undefined)	-3	3	6	10	-1.8	-4	4	-4	-4
O=C(NNC(=O)c1ccc[nH]1)c1cccc(C(F)(F)F)c1	13	-3	4	2	0.9	7	3	5	0
Cc1csc(SCC(=O)Nc2ccccn2)n1	-1	-4	13	-6	-4.7	-6	-9	-2	3
O=C(COC(=O)c1ccc(O)cc1O)NC12CC3CC(CC(C3)C1)C2	38	-5	11	3	-1.9	11	19	2	-8
FC(F)(F)c1nnc2n1N=C(c1cccs1)CS2	10	-2	9	-18	-0.6	-10	-17	0	-2
Cc1ccc(NC(=O)Cn2ccnc2)cc1C	14	1	13	1	-0.1	5	3	-3	-1
CC(C)(C)c1ccc(C(=O)N2CCN(C(=O)c3cccs3)CC2)cc1	31	-4	22	-1	3.9	21	14	-3	1
Cc1ccc(-c2c[n+]3c(n2-c2ccccc2)SCC3)cc1	11	-5	17	-2	4.6	5	-14	-4	0
Cc1cccc(/C=N/NC(=O)Cn2nccc2C)n1	6	-1	4	2	0.0	-2	-4	0	-1
